PI5P4K alpha inh: qHTS for Inhibitors of phosphatidylinositol 5-phosphate 4-kinase (PI5P4K); Phosphatidylinositol 5-phosphate 4-kinase type-2 alpha (Homo sapiens), P48426; PI5P4Kalpha enzyme, ADP-Glo luminescence, 60 min; active compounds read low; max response, %; 1.2% of 330,000 active; AID 652105, 2013; active = max response of -50% or lower; inconclusive = between -30% and -50%; inactive = -30% or higher; note: value at the top dose of about 77 µM; % is set by controls: 0 for no effect and ±100 for the full control effect
Target sequence (P48426 whole entry, looked up): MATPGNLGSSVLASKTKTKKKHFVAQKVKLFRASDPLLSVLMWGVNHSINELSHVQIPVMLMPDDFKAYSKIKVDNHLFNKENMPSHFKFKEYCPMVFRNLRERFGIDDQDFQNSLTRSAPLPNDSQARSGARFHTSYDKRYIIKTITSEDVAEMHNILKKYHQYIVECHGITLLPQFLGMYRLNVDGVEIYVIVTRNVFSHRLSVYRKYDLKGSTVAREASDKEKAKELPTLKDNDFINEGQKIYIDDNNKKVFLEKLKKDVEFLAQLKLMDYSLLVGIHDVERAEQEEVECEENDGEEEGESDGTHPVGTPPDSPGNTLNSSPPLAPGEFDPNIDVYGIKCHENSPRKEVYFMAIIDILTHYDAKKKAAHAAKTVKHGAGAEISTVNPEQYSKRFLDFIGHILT
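ADP-Glo luminescence end-point read after a 60 min room-temperature kinase reaction of PI5P4Kalpha plus substrate, initiated with ATP at 5 microM final. Buffer: 0.038 M HEPES pH 7.4, EGTA, 0.1% CHAPS, 5% DMSO.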
WRN helicase inh: qHTS for Inhibitors of WRN Helicase; Potency, µM (titrated, usually from 114 µM), inactives show at the highest dose activity change, negative = inhibition, usual class: inhibitors; AID 651768, 2012; 0.46% of 360,000 active; WRN helicase unwinding, fluorescent forked duplex, kinetic; Bifunctional 3'-5' exonuclease/ATP-dependent helicase WRN (Homo sapiens), Q14191; note: potency is the fitted concentration of half-maximal effect; % is set by controls: 0 for no effect and ±100 for the full control effect; nearly all actives have a fitted effect of over 55% in size
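Kinetic red-fluorescence monitoring (525/598 nm) tracks WRN helicase activity after 100 nM fluorophore-quencher forked duplex and 2 mM ATP are added to 20 nM enzyme pretreated 15 min at room temperature with compound.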
IL2 activator: qHTS of IL-2 Activators | IL-2 activation reporter assay, cell-based qHTS; stimulated with anti-CD3/CD4/CD28 beads; in transgenic mouse T cells | activation, % (series mostly up to about 46 µM) | 0.065% of 360,000 active; in the data active = activation above about 50%; inconclusive = mostly about 30% to 49%; note: 0% is about no effect
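Using fluorescent plate cytometry, EGFP and DsRed are detected in transgenic mouse T cells stimulated 18 h at 37 degrees C with antibody-coated beads after 60 min compound pretreatment.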
D3 ag: qHTS of D3 Dopamine Receptor Agonist: qHTS; D3R DiscoveRx beta-arrestin cells, luminescence, 90 min; D(3) dopamine receptor (Homo sapiens), P35462; max activation, %; 0.58% of 410,000 active; AID 652048, 2013; in the data active = max activation above about 30%; note: 0% is about no effect; mostly tested at two doses, the higher about 12 µM
Target sequence (P35462 whole entry, looked up): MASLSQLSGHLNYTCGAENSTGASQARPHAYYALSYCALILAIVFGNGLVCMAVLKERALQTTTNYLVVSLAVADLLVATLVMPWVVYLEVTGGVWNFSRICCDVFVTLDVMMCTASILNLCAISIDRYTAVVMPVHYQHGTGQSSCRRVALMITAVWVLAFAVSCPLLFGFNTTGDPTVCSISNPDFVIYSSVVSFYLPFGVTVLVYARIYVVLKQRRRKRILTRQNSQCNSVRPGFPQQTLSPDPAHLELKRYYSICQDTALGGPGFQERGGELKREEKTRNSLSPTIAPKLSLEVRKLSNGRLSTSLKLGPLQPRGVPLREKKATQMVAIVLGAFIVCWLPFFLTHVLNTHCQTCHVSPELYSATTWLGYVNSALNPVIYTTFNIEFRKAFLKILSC
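Agonist mode: compounds and dopamine controls were applied to plated cells for 90 min at 37 degrees C after an overnight attachment at 1500 cells/well. Luminescent read-out followed 30 - 60 minutes at room temperature with DiscoveRx detection reagent.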
GLP-1R inv ag: qHTS of GLP-1 Receptor Inverse Agonists (Inhibition Mode). Glucagon-like peptide 1 receptor (Homo sapiens), P43220. HEK293 GLP-1R CRE-luciferase, luminescence, 24 h; GLP-1R form is constitutively active. Potency, µM (doses to about 38.3 µM), without a hit: at the top dose activity change, negative = inhibition, hits mostly inhibitors. 1.6% of 410,000 active. AID 624417, 2012; note: potency is the fitted concentration of half-maximal effect; % is set by controls: 0 for no effect and ±100 for the full control effect; nearly all actives have a fitted effect of over 55% in size
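HEK293 cells stably co-expressing constitutively active GLP-1R and a cAMP-responsive luciferase reporter were seeded in DMEM with 10% Nu serum, given compounds after 12 h, and incubated 24 h at 37 deg C. Luminescence was then read.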
DRD3 antagonist: qHTS of D3 Dopamine Receptor Antagonist: qHTS | max response, negative = inhibition, % | D3R cells, DiscoveRx beta-arrestin luminescence, antagonist mode; active compounds read low | 2.5% of 360,000 active; in the data active = max response below about -50%; inconclusive = no clear call, values can overlap the other calls; note: % is set by controls: 0 for no effect and ±100 for the full control effect; mostly tested at two doses, the higher about 12 µM
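Cells plated overnight at 1500 cells/well, then exposed to library compounds with dopamine controls for 90 minutes at 37 degrees C. DiscoveRx reagent added for 30–60 minutes at room temperature; luminescence read, quantitative HTS format.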
GLP1R ag: qHTS of GLP-1 Receptor Agonists; Glucagon-like peptide 1 receptor (Homo sapiens), P43220; HEK293 GLP-1R CRE-luciferase, luminescence, 4-6 h; cells express a hypersensitive GLP-1R form; Potency, µM (top dose mostly 45.6 µM), inactives show top-dose activation, usual class: activators; 0.007% of 380,000 active; note: potency is the fitted concentration of half-maximal effect; % of control where 0% means no effect
HEK293 tox: qHTS of GLP-1 Receptor Inverse Agonists: Cytotox Screen. HEK293 cAMP-luciferase reporter cells, luminescence, 24 h. Potency, µM (doses to about 38.3 µM), inactives show at the highest dose activity change, negative = inhibition, hits mostly inhibitors. 0.13% of 410,000 active. AID 624418, 2012;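 note: loss of luciferase light is scored as toxicity; potency is the fitted concentration of half-maximal effect; % is set by controls: 0 for no effect and ±100 for the full control effect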
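To flag toxic compounds, the library was rerun on cells for 24 hr at 37 deg C and 5% CO2. Viability-linked luminescence was captured 12 min after adding luciferase detection reagent.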
PLK1 PBD inh: qHTS for Inhibitors of PLK1-PDB (polo-like kinase 1 - polo-box domain): Primary Screen; Plk1 PBD binding of FITC phosphopeptide, fluorescence polarization; Potency, µM, without a hit: max response, negative = inhibition, usual class: inhibitors; 2.8% of 360,000 active; note: potency is the fitted concentration of half-maximal effect; series mostly up to about 57 µM; % is set by controls: 0 for no effect and ±100 for the full control effect; nearly all actives have a fitted effect of over 65% in size
An asterisk follows results filed as active; ? = inconclusive; . = no result given; [ ] = remark or other dose. Unless noted, calls come from the whole dose curve; as a rule, active = well fitted curve in the direction sought with a large enough effect; inconclusive = small, poorly fitted or top-dose-only effect, or another doubt; inactive = no such curve, though single readings can be large; an effect the other way counts as inactive or inconclusive.

SMILES	PI5P4K alpha inh	WRN helicase inh	IL2 activator	D3 ag	GLP-1R inv ag	DRD3 antagonist	GLP1R ag	HEK293 tox	PLK1 PBD inh
COc1ccc(Br)cc1CN1CCCCCCC1	.	-10.0%[57.1 µM]	-4.2	-18.9	0.5%	?	3.4%	-23.8%	5.4%
COC(=O)c1ccc(CSc2nc3ccccc3c(=O)n2N)cc1	6.1	-6.2%	-0.5	3.7	-17.7%	-11.3	17.1%	-4.2%	-13.4%
CC(=O)c1ccc(NC(=O)c2noc3c2CCC3)cc1	-57.7*	-5.6%[11.6 µM]	-0.6	2.7	?	14.5	-2.1%	?	-22.6%
CCN(CC)C(=O)C1=C(C)N(CCC2=CCCCC2)C(=O)C(CC(=O)NC(c2ccccc2)c2ccccc2)C1 (configuration not stated)	-5.3	0.7%	-3.8	-6.4	?	?	5.4%	-20.3%	1.2%
COc1cccc(OCCOCCN(C)CCO)c1	-1.0	-2.8%	-0.3	-5.7	-12.4%	3.5	-1.0%	-6.6%	0.3%
COC(CNC(=O)c1ccc(Cn2c(=S)[nH]c3cc4c(cc3c2=O)OCO4)cc1)OC	-4.1	3.5%	0.6	6.9	5.1%	13.8	-0.5%	-6.2%	-0.8%
CCOc1cc(C(=O)N(C)Cc2cc3cc(OC)ccc3[nH]c2=O)cc(OCC)c1OCC	7.8	-6.3%	-0.4	2.0	7.1%	-0.7	3.1%	25.7%	-5.4%
O=C(CSc1nc2nc(-c3cccs3)cc(C(F)(F)F)c2c(=O)[nH]1)Nc1c(F)c(F)c(F)c(F)c1F	-2.9	-8.6%[57.1 µM]	-0.8	21.1	?	13.4	4.7%	-2.1%	33.6µM*
CC1(C(=O)N2CCN(Cc3ccccc3Cl)CC2)CC1(Cl)Cl (configuration not stated)	-6.5	-4.8%	-2.8	2.1	?	-28.0	1.6%	1.8%	-2.7%
Cc1ccc(C(=O)NCCSc2c(C)[nH]c3ccccc23)cc1[N+](=O)[O-]	10.4	-9.1%	-2.3	0.5	10µM*	-3.1	-5.4%	11.8%	-0.2%
Cc1ccc2ccc3cc(C(=O)N4CCN(c5ccccc5F)CC4)nc3c2[nH]1	.	.	.	7.0	-1.5%	.	-0.7%	3.1%	.
Oc1ccc(Br)cc1-c1cc(-c2ccco2)[nH]n1	7.2	-30.2%[57.1 µM]	-2.2	-7.1	?	?	-14.6%	-7.0%	-10.3%
COc1ccccc1NC(=O)c1ccc(N)cc1	.	1.2%	-1.6	-7.0	62.2%[activator]	-13.8	2.2%	-3.3%	-1.8%
Cc1cccc(NC(=O)COC(=O)CCc2c[nH]c3ccccc23)c1	10.1	3.3%	0.9	-0.8	-18.5%	4.2	7.7%	1.6%	4.9%
Cc1cc(C(=O)NC(Cc2ccccc2)C(=O)O)c(C)o1 (configuration not stated)	3.9	-8.7%	1.9	-1.7	3.4%	-12.0	-2.7%	1.9%	-8.4%
Nc1nc(-c2ccco2)nn1C(=O)CCc1ccccc1	0.0	-22.0%	-0.2	0.7	4.9%	-29.5	0.1%	1.4%	-18.2%
Cc1sc(NC(=O)c2ccco2)c(CN2CCCCC2)c1C	-1.1	-5.8%	-1.6	-3.5	6.31µM*	-12.5	0.0%	2.8%	-3.6%
COc1cc(C(=O)NNC(=S)NC(=O)/C=C/c2ccccc2)cc(OC)c1OC	0.2	-0.6%	-2.1	13.7	-6.6%	25.2	1.1%	?	-12.3%
Cc1noc(C)c1C(=O)Nc1sccc1C(N)=O	17.2	1.3%	1.2	2.1	94.2%[activator]	4.2	-2.1%	-24.7%	-0.2%
Cc1ccc(NC(=O)CCn2cccc2)cc1F	.	2.2%	-0.3	-0.3	-4.7%	12.4	-4.1%	3.2%	-6.9%
COc1ccccc1CN1CCNC(=O)C1CC(=O)N(C)Cc1ccon1 (configuration not stated)	3.0	7.0%	-4.7	-0.9	18.1%	0.0	-0.6%	-2.3%	-12.3%
CC(C)(C)NS(=O)(=O)c1cc(C(=O)Nc2sccc2C#N)ccc1Cl	-17.9	?	-0.4	-2.4	-12.5%	8.9	-7.2%	-12.8%	-1.6%
COc1ccc(NC(=O)c2cccs2)c([N+](=O)[O-])c1	-2.8	-6.8%	0.0	-5.6	33.1%	-20.7	-17.7%	1.3%	2.7%
CCc1ccccc1NC(=O)CN1C(=O)C2CCCN2c2ncc(Cl)cc21 (configuration not stated)	-8.3	-35.1%	-2.7	-13.3	0.0%	-15.8	2.3%	1.4%	-8.6%
O=C(NNS(=O)(=O)c1ccccc1F)c1cc(-c2ccccc2)n[nH]1	0.4	-4.5%	-1.6	-4.8	6.5%	-12.0	4.9%	6.9%	-15.5%
CC1N(C)c2cccc3cccc(c23)N1C	-2.2	-8.7%	4.9	2.3	-16.9%	2.2	1.7%	-0.4%	?
O=C(c1cn(-c2ccccc2)nc1-c1ccccc1)N1CCOCC1	-2.1	-0.3%	0.9	-3.2	-26.5%	21.7	-0.1%	-5.6%	-16.2%
C=C(C)C1(O)OC(=O)C=C1OC (configuration not stated)	-1.7	-8.9%	-0.5	10.1	2.9%	37.1	-5.5%	-7.4%	-8.4%
CCOC(=O)C1CCN(S(=O)(=O)c2ccc(-c3ccccn3)s2)CC1	-1.3	-10.5%	-0.6	-3.1	-3.5%	4.8	-5.5%	-6.9%	3.9%
CCOc1cccc(CN(C)CC2CCCN(CCc3ccc(Cl)cc3)C2)c1O (configuration not stated)	-3.9	-2.6%	-0.4	-3.1	?	?	-3.8%	?	-16.3%
Cc1csc(SCC(=O)NC(=O)NC2CCCC2)n1	0.5	-5.4%	0.5	12.7	5.1%	-13.6	19.2%	6.9%	-12.4%
COc1ccc(N(CC(=O)NC2CCCC2)S(=O)(=O)c2c(C)[nH]c(=O)[nH]c2=O)cc1	-7.7	-1.2%	-2.5	0.6	0.3%	-5.7	6.3%	-15.2%	-14.0%
CC(C)(C)CN1CCNC(=O)C1CC(=O)N1CCC(C(=O)N2CCOCC2)CC1 (configuration not stated)	13.9	-6.8%[57.1 µM]	-0.6	1.9	6.4%	6.1	2.1%	2.5%	-12.5%
COc1cc(OC)cc(-c2nnc(NC(=O)CCS(=O)(=O)c3ccc(C)cc3)o2)c1	-50.4*	-4.2%	1.4	-1.4	-21.2%	9.3	7.4%	-29.9%	-15.0%
CCCC(=O)Nc1ccc(C(=O)n2nnc3ccccc32)cc1	-0.2	-11.6%	-1.4	-0.2	5.1%	?	1.6%	-0.2%	-25.5%
CCn1c(SC(C)C(=O)NCC2CCCO2)nc2ccccc21 (configuration not stated)	-0.8	7.1%	-0.2	-5.3	0.4%	-5.3	1.8%	-9.9%	-9.9%
CN(C)c1ccc(/C=C2/SC(=O)N(CCN=C3NS(=O)(=O)c4ccccc43)C2=O)cc1	1.1	-27.9%[57.1 µM]	-1.1	3.0	14.9%	6.2	0.6%	-8.8%	4.9%
CC(Oc1ccc2c3c(c(=O)oc2c1)CCCC3)C(=O)NCc1cccnc1 (configuration not stated)	-6.8	0.0%	0.1	2.9	12.4%	6.0	18.0%	0.6%	-3.3%
COc1ccc(CCN2CC(C(=O)N(C)CC(=O)Nc3cccc(F)c3)CC2=O)cc1OC (configuration not stated)	4.5	-15.8%	-1.5	4.8	-5.7%	13.0	8.1%	3.5%	-1.6%
Cc1cc(C)cc(NC(=O)CCc2nc3sc4c(c3c(=O)[nH]2)CCCC4)c1	?	-14.8%	-6.6	2.2	?	-5.4	-18.2%	?	0.0%

Single entries from the results shown.
Reading of CC(Oc1ccc2c3c(c(=O)oc2c1)CCCC3)C(=O)NCc1cccnc1 (configuration not stated) in WRN helicase inh: 0.0%
Reading of C=C(C)C1(O)OC(=O)C=C1OC (configuration not stated) in WRN helicase inh: -8.9%
Reading of Cc1csc(SCC(=O)NC(=O)NC2CCCC2)n1 in IL2 activator: 0.5

Next records
SMILES	PI5P4K alpha inh	WRN helicase inh	IL2 activator	D3 ag	GLP-1R inv ag	DRD3 antagonist	GLP1R ag	HEK293 tox	PLK1 PBD inh
COc1ccc(C(O)C(CN2CCOCC2)c2ccccc2)cc1F (configuration not stated)	0.5	0.1%	-2.0	-6.2	0.3%	-16.5	-8.1%	6.6%	-7.5%
CCN(CC)C(=O)C1=C(C)N(CCCOC)C(=O)C(CC(=O)NC2CC2)C1 (configuration not stated)	4.6	-1.1%	-3.2	-16.6	9.5%	-115.6*	-0.6%	-0.8%	-6.0%
CCCNC(=O)c1cc2c(c(-c3cccc(-c4ccccc4F)c3)n1)[C@H](CCO)N(C(=O)CC1CC1)C2	-2.3	-8.6%	-0.3	-8.4	-31.0%	4.5	-0.1%	-7.7%	-11.1%
O=S(=O)(c1ccc(F)cc1F)N1CCCN(c2ccc(C(F)(F)F)cn2)CC1	-1.8	-12.2%	0.3	-2.0	?	-20.9	19.8%	-3.6%	-5.1%
CC(=O)N1Cc2ccccc2CC1C(=O)N1CCN(c2ccccc2)CC1 (configuration not stated)	-13.9	-31.9%	-2.2	3.6	17.0%	9.5	5.6%	4.5%	-1.1%
Cc1cc(OCC(=O)OCC(=O)c2c(N)n(C)c(=O)n(C)c2=O)ccc1Cl	-3.2	-15.6%	0.1	1.7	12.3%	-22.2	0.7%	7.3%	-12.6%
COc1ccc2c(c1)NC(c1cc(Cl)cc(Cl)c1O)c1cccn1-2 (configuration not stated)	7.8	-16.8%	-0.8	7.6	11.5%	2.3	11.4%	-4.5%	-5.8%
